# Assay outcomes as filed in PubChem.
# INS promoter inh – inhibitors of insulin promoter-driven GFP, primary screen, imaging, TRM-6 cells (human fetal islet line), eGFP reporter, cell count. reporter expression induced with tamoxifen. inhibition, % at 2 µM. 130,000 compounds, 0.9% hits. AID 1273, 2008;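 active = inhibition above the mean plus 3 SD, with well images judged a real hit on visual review, cut at about 60% in these data, passing the limit was not always enough; inconclusive = inhibition over the cutoff but images rejected on review; inactive = inhibition not above the cutoff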
# SDO1 yeast rescue – growth rescue of sdo1-depleted yeast, primary screen, S. cerevisiae, bone marrow failure model. S. cerevisiae sdo1-depleted JHY4D growth rescue, OD600 30 h; hits give high values; pdr5 snq2 efflux-pump mutant strain. z-score at 10 µM. 140,000 compounds, 0.21% hits. AID 817, 2007;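 active = z-score above 3 at both the 24 hr and the 30 hr optical density reads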;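 also: z-score against mean and SD of all compound wells on the same plate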
# SDO1 yeast rescue Rescue 24 h – further read-out of SDO1 yeast rescue, marked with its call; z-score; S. cerevisiae sdo1-depleted JHY4D growth rescue, OD600; measured here: growth rescue at 24 h;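 0 is the plate mean of compound wells and units are plate SD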
# Active calls of the source: *; ? = inconclusive; nt = no result given. Outcome played no part in choosing rows; 0.99% or so of the library scored in one or more.
SDO1 yeast rescue	SDO1 yeast rescue Rescue 24 h	INS promoter inh	mol
2.05	2.18	-2.8	CCNC(=O)/C(C#N)=C/c1c(N2CC(C)OC(C)C2)nc2ccccn2c1=O (stereo not drawn)
1.56	1.5	22.2	CCOC(=O)Cn1c(=O)oc2cc(S(=O)(=O)N3CCN(C(=O)c4ccco4)CC3)ccc21
-0.16	-0.23	0.0	O=C(c1ccc(-c2ccccc2)cc1)N1CCN(Cc2ccccn2)CC1
-1.6	-1.07	0.0	CCOC(=O)c1c(CSc2ccc(C)cc2)oc2ccc(O)cc12
1.14	0.68	nt	Cc1ccccc1OCC(O)Cn1c(NCCN(C)C)nc2c1c(=O)n(C)c(=O)n2C (stereo not drawn)
1.01	0.67	-12.5	COc1ccc2oc(=O)c(C(=O)N3CCc4ccccc43)cc2c1
nt	nt	0.0	Cc1cc(C)cc(NC(=S)N2CCC(N(C)CC3CCCO3)CC2)c1 (stereo not drawn)
0.47	0.42	nt	Cc1nc2ncnn2c(C)c1CCC(=O)Oc1ccccc1
-0.21	1.28	nt	C=CCn1c(NCc2cc(C)ccc2O)nc2ccccc21
1.01	0.97	6.5	C#CCOC(=O)c1ccc(-n2cncn2)nc1
nt	nt	-64.3	CCOC(=O)C1(Cc2cccc(Cl)c2)CCCN(C(=O)c2cccnc2)C1 (stereo not drawn)
0.09	-0.04	60.0	CCC(Oc1ccccc1)C(=O)N1CC(C)CC(C)C1 (stereo not drawn)
1	4.04	2.9	O=C(O)c1nc(N2CCCCC2)ncc1Cl
1.71	-0.26	-41.7	Clc1ccc(CNc2ccc(CNc3ncn[nH]3)cc2)cc1
-0.18	-0.72	42.9	O=[N+]([O-])c1ccccc1S(=O)(=O)n1nnc2ccccc21
-0.03	-0.79	nt	CCOc1ccc(CN2C(=O)CCC2(C)C(=O)NCc2cccnc2)cc1 (stereo not drawn)
0.34	0.43	-28.6	COC(=O)c1c(C)noc1-c1cc(C)on1
0.23	-0.06	nt	CC1Cn2c(nnc2-c2cccc(Cl)c2)S1 (stereo not drawn)
-0.93	-0.62	-37.8	CSc1nsc(SCC(=O)N2CCCc3ccccc32)n1
0.27	-0.26	nt	COc1ccccc1C(=O)N1CCN=C1SC

SDO1 yeast rescue	SDO1 yeast rescue Rescue 24 h	INS promoter inh	mol
-0.01	-0.54	nt	CCN1CCN(S(=O)(=O)c2ccc(C)c([N+](=O)[O-])c2)CC1
-0.95	-0.27	2.9	CCCOc1cccc(C(=O)NC(=S)Nc2ccccc2)c1
-0.86	-0.34	-44.2	CCN(CC)C(=O)c1sc2nc(-c3cccs3)cc(-c3ccc(Cl)cc3)c2c1N
0.56	-0.37	nt	O=C(CN1C(=O)C2C3C=CC(C3)C2C1=O)NCC1COc2ccccc2O1 (stereo not drawn)
nt	nt	-38.5	O=C(NCCCn1ccnc1)/C(=C/c1ccco1)NC(=O)c1ccccc1
-1.21	-1	22.2	O=C(N/N=C/c1ccc(F)cc1)c1sccc1OCc1ccc(F)cc1
0.25	1.74	-28.6	Cc1cc(C)nc(-n2nc(C)c(Br)c2Nc2ccc(Br)cc2)n1
-0.3	0.29	-76.5	O=C1CCCc2c1cc(-c1ccccc1)n2-c1ccc(O)cc1
0.91	1.48	76.9*	Cc1ccc(C)c(S(=O)(=O)NCc2ccc(C(=O)N3CCCCCC3)cc2)c1
0.17	-0.49	nt	CCCCn1c(SCC(=O)N2CCC(C)CC2)nc2cc(S(N)(=O)=O)ccc21
0.76	0.64	5.0	CCOc1ccc(CCNc2cc(C)nc3ncnn23)cc1OCC
nt	nt	0.0	CSc1ncccc1C(=O)NCC1CCCCC1
0.96	2.32	-1.2	COc1ccccc1-n1cnc2cc(NS(=O)(=O)c3ccccc3)ccc21
nt	nt	-5.9	CC(CCc1ccccc1)NC(=O)COC(=O)c1cccs1 (stereo not drawn)
nt	nt	38.9	O=C(Cc1cccs1)Nc1nnc(-c2ccccc2)s1
nt	nt	71.4*	NS(=O)(=O)c1ccc(NC(=O)C2Cc3ccccc3C(=O)O2)cc1 (stereo not drawn)
0.59	2.22	-9.4	Cc1ccc(-c2csc3ncnc(SCC(=O)Nc4nnc(C)s4)c23)cc1
0.08	-0.72	17.9	CN(Cc1ccccc1)S(=O)(=O)c1ccc(Cl)nc1
0.26	0.11	17.2	COC(=O)c1nnn(CC(=O)NC(=O)Nc2ccc(F)cc2)c1C(=O)OC
nt	nt	25.0	Cc1ccccc1N(CC(=O)NC(C)(C)C)C(=O)c1ccc(-c2ccccc2)[nH]1

# Ordered by the number under SDO1 yeast rescue Rescue 24 h (largest number first): 4 from the list above
SDO1 yeast rescue	SDO1 yeast rescue Rescue 24 h	INS promoter inh	mol
0.96	2.32	-1.2	COc1ccccc1-n1cnc2cc(NS(=O)(=O)c3ccccc3)ccc21
0.91	1.48	76.9*	Cc1ccc(C)c(S(=O)(=O)NCc2ccc(C(=O)N3CCCCCC3)cc2)c1
0.26	0.11	17.2	COC(=O)c1nnn(CC(=O)NC(=O)Nc2ccc(F)cc2)c1C(=O)OC
0.56	-0.37	nt	O=C(CN1C(=O)C2C3C=CC(C3)C2C1=O)NCC1COc2ccccc2O1 (stereo not drawn)

# Following part.
SDO1 yeast rescue	SDO1 yeast rescue Rescue 24 h	INS promoter inh	mol
-0.01	-0.9	9.1	Cc1ccc(N2CCCCn3c2nc2c3c(=O)n(CC(=O)O)c(=O)n2C)cc1
0.16	-0.94	nt	O=C(OCCN1CCCC1)C1(c2ccccc2)CCCC1
0.07	1.44	-5.4	N=C1C(c2nc(-c3ccc(F)cc3)cs2)=C(O)CN1Cc1ccc(Cl)cc1
-0.95	-0.52	?	O=C(Nc1cccc(F)c1)c1ccc(-c2ccccc2Cl)o1
nt	nt	-25.9	COc1ccc(NC(=O)c2cc3c(=O)n4ccccc4nc3n2C)cc1OC
-1.21	-1.53	-14.3	O=C(Nc1ccc(Oc2cccc3ccccc23)cc1)c1ccco1
-0.12	-0.59	0.0	CCc1cc(=O)oc2cc(OCC=C(C)C)ccc12
-0.31	-0.82	18.4	CCn1nccc1C(=O)Nc1nccs1
0.79	0.25	-22.2	O=c1cc(CN2CCN(C/C=C/c3ccccc3)CC2)c2cc(O)ccc2o1
0.52	0.57	5.9	CN1CCN(/N=C/c2cccc(Cl)c2Cl)CC1
-2.16	-2.36	7.4	NS(=O)(=O)c1ccc(N2N=C(c3ccccc3)CC2c2cccc(F)c2)cc1 (stereo not drawn)
nt	nt	-10.5	O=C(COC(=O)/C=C/c1ccc(S(=O)(=O)N2CCc3ccccc32)cc1)NC1CCS(=O)(=O)C1 (stereo not drawn)
-0.11	0.02	-35.7	O=C(COC(=O)c1cccc(S(=O)(=O)NCc2ccccc2)c1)c1ccccc1
-0.58	-1.29	-8.7	COc1ccc(CCN2CNc3c(c(=O)n(C)c(=O)n3C)C2)cc1
-0.5	-1.26	66.7*	O=C(NCc1ccco1)c1cc([N+](=O)[O-])cc([N+](=O)[O-])c1
-0.26	-0.8	nt	COc1cccc2c(=O)n(CC(=O)N3CCCc4ccccc43)ccc12
1.3	1.21	-13.3	COc1ccc(-c2nn(-c3ccccc3)cc2C2CC(c3cccs3)=NN2C(=O)CCCC(=O)O)cc1 (stereo not drawn)
0.88	0.94	-6.5	C/C(=N\NC(=O)c1ccc(Cl)c(S(=O)(=O)Nc2ccccc2Cl)c1)c1ccncc1
1.61	2.71	nt	CC(=O)N1CCN(CCN(CC2C(C)C=C(C)CC2C)C(C)=O)CC1 (stereo not drawn)
-0.79	-0.5	-25.0	O=C(c1ccco1)c1nnn(Cc2ccccc2)c1-c1ccccc1

SDO1 yeast rescue	SDO1 yeast rescue Rescue 24 h	INS promoter inh	mol
-0.54	0.83	nt	COc1cc(C(=O)OCC(=O)Nc2cc(C)on2)ccc1OCc1ccccc1Cl
0.75	-0.16	0.0	COc1cccc(C2C(C(=O)Nc3ccccc3)=C(C)N=c3s/c(=C/c4ccc(OCC(=O)O)cc4)c(=O)n32)c1 (stereo not drawn)
0.35	-0.57	nt	O=C1CCc2cc(S(=O)(=O)N3CCCC3C(=O)N3CCN(c4ccccc4)CC3)ccc2N1 (stereo not drawn)
0.42	0.17	14.6	COC(=O)c1ccccc1OCC(=O)N1CCN(c2ccc(F)cc2)CC1
-0.74	-1.13	nt	O=C(CSc1cccc(C(F)(F)F)c1)Nc1ccc(Cl)cc1Cl
0.51	0.14	-123.1	O=C(O)CCCCCNC(=O)CCn1cnc2ccccc2c1=O
0.6	-0.36	nt	O=C(COC(=O)C1CCC(=O)N1)Nc1cc(Cl)ccc1Cl (stereo not drawn)
-0.77	-0.92	71.4*	CCCCn1c(CN(C)Cc2ccccc2)nc2c1c(=O)n(C)c(=O)n2C
-0.65	-0.76	nt	CC1(O)N(Cc2ccccc2)C(=O)OC12CCCCC2 (stereo not drawn)
0.81	-0.65	-21.4	COCCCN1C(=O)c2ccc(C(=O)NCc3ccco3)cc2C1=O
0.8	3	3.1	COC(=O)c1ccc(-c2sc3nc(N4CCOCC4)c4c(c3c2N)CC(C)(C)OC4)o1
-0.62	-0.9	nt	Cc1ccc2cc(CCNC(=O)C(C)C)c(=O)[nH]c2c1C
-0.88	-1.74	33.3	CC1(C)Cc2c(c(-c3ccco3)[nH]c(=O)c2C#N)CO1
0.33	0.11	nt	OCC1OC(n2nnc3ccccc32)C(O)C(O)C1O (stereo not drawn)
-0.31	-0.39	nt	Cc1cccc(OC(=O)Cn2c(C(F)(F)F)nc3ccccc32)c1
1.76	0.48	nt	CCCN(CCC)CCCNC(=O)c1cc2c(=O)n(C)c3ccccc3c2n1C
nt	nt	25.0	CS(=O)(=O)c1nc(-c2ccc(Br)cc2)n[nH]1
-1.03	-0.82	nt	C=CCn1c(SCC#N)nc2c(c1=O)C(C)(C)Cc1ccccc1-2
-0.16	0.42	13.5	O=C1CC(Cc2ccc(Cl)cc2)C(=O)N1c1ccccn1 (stereo not drawn)
-0.6	-0.59	-7.7	Cc1cccc(C(=O)Nc2cc(C)ccc2NC(=O)COc2ccccc2)c1

# Structures from the list above that have a nitro group on carbon, in the order listed:
SDO1 yeast rescue	SDO1 yeast rescue Rescue 24 h	INS promoter inh	mol
-0.18	-0.72	42.9	O=[N+]([O-])c1ccccc1S(=O)(=O)n1nnc2ccccc21
-0.01	-0.54	nt	CCN1CCN(S(=O)(=O)c2ccc(C)c([N+](=O)[O-])c2)CC1
-0.5	-1.26	66.7*	O=C(NCc1ccco1)c1cc([N+](=O)[O-])cc([N+](=O)[O-])c1

# Additional entries follow:
SDO1 yeast rescue	SDO1 yeast rescue Rescue 24 h	INS promoter inh	mol
-0.26	-0.64	16.2	COc1ccc(CCN2C(=O)CC(NNC(=O)c3cccc(O)c3)C2=O)cc1 (stereo not drawn)
0.11	0.28	nt	CCOC(=O)c1cnn(-c2cc(Oc3ccccc3)ncn2)c1N
nt	nt	-27.0	CC(C)CNC(=O)c1cc2nc(C3CC3)cc(C(F)(F)F)n2n1
0.04	0.4	-2.8	CCOC(=O)c1cccc(NC(=O)Cn2c(CC(=O)N3CCCC3)nc3ccccc32)c1
0.56	0.01	nt	CC1(c2ccc(Cl)cc2)NC(=O)N(CC(=O)N2CCCC2)C1=O (stereo not drawn)
nt	nt	-21.4	O=C(NC1CCCCC1)C(=O)N(Cc1cccnc1)C(C(=O)NCc1ccco1)c1ccccc1 (stereo not drawn)
nt	nt	2.7	CCNC(=S)N(CCc1c(C)[nH]c2ccc(C)cc12)Cc1cccs1
0.41	0.7	-37.5	CCN(CC)CCNC(=O)Cn1nc(-c2ccc(C)cc2)ccc1=O
-0.25	-0.76	nt	Cc1ccc(-c2cc(N)n(-c3ccc(C)cc3)n2)cc1
nt	nt	-11.8	COc1ccc(/C(C)=N/OC/C(O)=C(\C#N)c2nc3ccccc3[nH]2)cc1OC
nt	nt	-78.6	O=C1c2cccnc2C(Nc2ccccc2Br)N1Cc1ccco1 (stereo not drawn)
-2.61	-2	21.9	CCSC1=NC2(CCCCC2)Nc2sc3c(c21)CCCC3
-0.44	-0.74	-50.0	O=c1[nH]n(CC2COC3(CCCCC3)O2)c(=O)c2ccccc12 (stereo not drawn)
-1.95	-1.5	-8.8	COc1ccc(C2C3=C(N=C4SCC(=O)N42)c2ccccc2CC3)cc1OC (stereo not drawn)
0.12	-0.69	nt	COc1ccc(OC)c(C2C(C(=O)Nc3ccccc3OC)=C(C)Nc3nc(CCCO)nn32)c1 (stereo not drawn)
0.99	1.5	10.0	CCOc1ccc(NS(=O)(=O)c2ccc(NC(=O)[C@@H]3CCCC[C@@H]3C(=O)O)cc2)cc1
-0.04	-0.25	11.5	CC1Cc2ccccc2N1C(=O)CCS(=O)(=O)c1cccs1 (stereo not drawn)
0.67	0.42	-35.7	CC(C)C[C@H](NC(=O)Nc1ccc(Oc2ccccc2)cc1)C(=O)O
0.1	-0.12	-81.5	C1=CC2CCC1ON2c1ccccc1 (stereo not drawn)
1.23	0.45	nt	CC(C)NC(=O)/C(=C/c1ccco1)c1ccccc1
0	0.14	-10.7	CCn1c(C)nc2cc(C(=O)NNS(=O)(=O)c3ccc(C)c(C)c3)ccc21
-0.28	-0.44	2.8	CS(=O)(=O)N(Cc1ccccc1)c1ccccc1C(=O)Nc1ccccc1C(=O)NCc1ccco1

# In a second layout: 3 of the compounds above
SMILES: CCOC(=O)c1cnn(-c2cc(Oc3ccccc3)ncn2)c1N
  SDO1 yeast rescue: 0.11	SDO1 yeast rescue Rescue 24 h: 0.28	INS promoter inh: nt

SMILES: CCn1c(C)nc2cc(C(=O)NNS(=O)(=O)c3ccc(C)c(C)c3)ccc21
  SDO1 yeast rescue: 0	SDO1 yeast rescue Rescue 24 h: 0.14	INS promoter inh: -10.7

SMILES: COc1ccc(OC)c(C2C(C(=O)Nc3ccccc3OC)=C(C)Nc3nc(CCCO)nn32)c1 (stereo not drawn)
  SDO1 yeast rescue: 0.12	SDO1 yeast rescue Rescue 24 h: -0.69	INS promoter inh: nt
